mIAP activ – activators of mouse IAP, primary screen, biochemical, luminescence, uHTS; muIAP, CDP-Star luminescence, 30 min; stronger effect = higher value; 1 = vehicle-only enzyme signal, 0 = enzyme-free wells; activation factor at 10 µM; 330,000 tested, 0.24% active; AID 2805, 2010; intestinal alkaline phosphatase [Mus musculus];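 active = activation factor of at least 2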; also: the source names both 10 and 20 µM as test concentration; values of inactives mirror those of a sister screen read the other way
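also added = chemiluminescent substrate CDP-Star | test system = mouse IAP enzyme | signal = chemiluminescence readout | compound = DMSO-dissolved test compounds | incubation = 30 min at room temperature | benchmarks = DMSO wells, no-enzyme wells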
A3G deaminase – APOBEC3G DNA deaminase inhibitors, primary screen, biochemical, fluorescence, single-stranded DNA substrate, uHTS. 330,000 tested, 0.28% active. AID 493012, 2011. recombinant A3G, ssDNA deamination FAM/TAMRA fluorescence. inhibition, % at 20 µM. DNA dC->dU-editing enzyme APOBEC-3G (Homo sapiens), Q9HC16;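 active = inhibition of at least 40% at 20 µM, with no more than 30% in the related APOBEC3A deaminase screen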;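 also: plate controls were DMSO wells with A3G for no effect and wells lacking A3G enzyme for full effect; some compounds called inactive have numbers as strong as hits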
Target sequence (Q9HC16 whole entry, looked up): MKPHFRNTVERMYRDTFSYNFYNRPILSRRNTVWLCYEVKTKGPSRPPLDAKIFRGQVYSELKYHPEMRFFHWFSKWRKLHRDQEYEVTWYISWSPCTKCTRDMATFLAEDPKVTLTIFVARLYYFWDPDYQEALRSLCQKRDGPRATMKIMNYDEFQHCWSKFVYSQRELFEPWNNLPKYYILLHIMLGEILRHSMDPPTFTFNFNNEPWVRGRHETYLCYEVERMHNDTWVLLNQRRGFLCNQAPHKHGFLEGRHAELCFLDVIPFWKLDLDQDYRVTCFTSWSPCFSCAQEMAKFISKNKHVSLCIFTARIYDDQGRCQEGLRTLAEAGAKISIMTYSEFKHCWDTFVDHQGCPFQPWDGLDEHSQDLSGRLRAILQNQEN
beta cell repl – inducers of MIN6 beta-cell proliferation, primary screen, ATP luminescence, uHTS | 330,000 tested, 0.29% active | MIN6 cells proliferation, ATPlite luminescence, 48 h; cells starved in 0.2% serum; 100% = growth in 10% serum | proliferation, % at 10 µM;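 active = compounds whose signal lies at least 3.5 SD above the mean of all wells on their plate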;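 also: 0% = DMSO-treated cells in low-serum medium and 100% = 10% serum control; some compounds called inactive have numbers as strong as hits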
hIAP block – human IAP inhibitors, primary screen, biochemical, luminescence, uHTS. Intestinal-type alkaline phosphatase (Homo sapiens), P09923. purified IAP, CDP-Star luminescence, 30 min. inhibition, % at 10 µM. 330,000 tested, 0.12% active. AID 2544, 2010;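 active = inhibition reaching a set limit with compound at 10 µM in the primary screen, cut at about 35% in these data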;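 also: plate controls were DMSO wells with enzyme for no effect and no-enzyme buffer wells for full effect; values of inactives mirror those of a sister screen read the other way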
SENP1 inh – human SENP1 catalytic domain inhibitors, primary screen, biochemical, FRET, uHTS; recombinant SENP1 catalytic domain, CyPet-SUMO1-YPet FRET cleavage; Sentrin-specific protease 1 (Homo sapiens), Q9P0U3; 360,000 tested, 0.21% active; inhibition, % at 10 µM;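 active = inhibition at least 30% at 10 µM, raw YFP signal under a set limit, fluorescence ratio 0.5 to 1.5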;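 also: 0% = enzyme with DMSO and 100% = no enzyme wells; some results filed as inactive read as strong as hits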
Target sequence (Q9P0U3 419-644 limits assumed): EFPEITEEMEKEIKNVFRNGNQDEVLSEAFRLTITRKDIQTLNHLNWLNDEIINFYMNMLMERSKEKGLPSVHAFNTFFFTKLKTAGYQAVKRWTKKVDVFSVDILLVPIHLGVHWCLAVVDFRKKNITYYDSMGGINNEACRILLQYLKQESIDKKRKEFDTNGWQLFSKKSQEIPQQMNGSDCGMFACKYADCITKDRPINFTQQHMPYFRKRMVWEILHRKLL
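Assay system – human recombinant His6-tagged SENP1 catalytic domain enzyme · Input – SENP1 enzyme, 20 pM final · Buffer or medium – Tris pH 8 buffer plus EDTA, NaCl, BME, BSA, NP40, catalase · Schedule – 50 min reaction at room temperature · Technique – FRET read of cyan and yellow fluorescence · Control set – no-enzyme wells low, DMSO-plus-enzyme wells high control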
APOBEC3A inh – APOBEC3A ssDNA deaminase inhibitors, primary screen, selectivity assay for APOBEC3G inhibitor project, biochemical, FAM/TAMRA oligo cleavage fluorescence | recombinant A3A, FAM/TAMRA ssDNA deamination fluorescence | inhibition, % at 20 µM | 330,000 tested, 0.41% active;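 active = at least 40% inhibition at 20 µM here, with at most 30% in a related deaminase screen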;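 also: plate controls were A3A with DMSO for no effect and wells lacking A3A enzyme for full effect; some results filed as inactive read as strong as hits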
Target sequence (P31941 whole entry, looked up): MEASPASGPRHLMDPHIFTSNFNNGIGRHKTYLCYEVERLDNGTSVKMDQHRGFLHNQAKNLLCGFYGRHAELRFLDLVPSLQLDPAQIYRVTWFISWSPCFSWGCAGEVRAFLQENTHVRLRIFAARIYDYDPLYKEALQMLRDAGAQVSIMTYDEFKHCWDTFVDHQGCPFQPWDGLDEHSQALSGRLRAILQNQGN
mIAP block – inhibitors of mouse IAP, primary screen, biochemical, luminescence, uHTS. intestinal alkaline phosphatase [Mus musculus]. purified mouse IAP, CDP-Star luminescence, 30 min. inhibition, % at 10 µM. 330,000 tested, 0.2% active;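 active = inhibition of at least 40% at 10 µM in the primary screen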;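 also: plate controls were DMSO with enzyme for no effect and no enzyme wells for full effect; values of inactives mirror those of a sister screen read the other way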
hIAP activ – human IAP activators, primary screen, biochemical, luminescence, uHTS. activation factor at 10 µM. purified human IAP, CDP-Star luminescence, 30 min; stronger effect = higher value; 1 = vehicle-only enzyme, 0 = enzyme-free background. 330,000 tested, 0.16% active. Intestinal-type alkaline phosphatase (Homo sapiens), P09923;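 active = activation factor of the enzyme at least 2-fold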; also: the source names both 10 and 20 µM as test concentration; values of inactives mirror those of a sister screen read the other way
NALP3 yeast inh – NALP3 inflammasome inhibitors in reconstituted yeast, primary screen, luminescence, uHTS; 330,000 tested, 0.39% active; Yeast reconstituted NLRP3/ASC/caspase-1, beta-gal luminescence, 24 h; inhibition, % at 10 µM;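 active = inhibition of 50% or more; inactive = inhibition below 50%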;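 also: plate controls were induced DMSO wells for no effect and uninduced yeast grown without galactose for full effect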
* = called active by the depositor.

entry	compound	mIAP activ	A3G deaminase	beta cell repl	hIAP block	SENP1 inh	APOBEC3A inh	mIAP block	hIAP activ	NALP3 yeast inh
1	COc1cc(/C=C/C(=O)O)cc(S(=O)(=O)NCCO)c1OC	0.98	-5	0	-14	2	1	2	1.1	12
2	O=C1CN(c2ccccc2F)C(=O)CN1c1ccccc1F	1.1	-8	0	-8	1	-6	-13	1.1	10
3	O=C(c1ccccn1)N(c1ccccc1)C1(C(=O)NC2CCCCC2)CCCCC1	1	6	-4	-2	3	1	-3	1	8
4	CC(Oc1ccccc1)c1ccnn1S(C)(=O)=O (configuration not stated)	1.1	-4	0	3	0	-2	-6	0.97	-7
5	O=C(NCc1cn2ccccc2n1)c1ccc(Br)o1	1	-3	6	16	0	3	-2	0.84	14
6	COCCCNC(=O)CCCC(=O)NCCCOC	0.96	-7	-2	6	0	-3	4	0.94	-6
7	COc1ccc(COc2cc(-c3cccc(OC)c3)nc3ccc(N)cc23)cc1	0.9	-6	-8	-3	-14	-3	10	1	-2
8	CC(C)(C)c1nc2c(s1)CCc1onc(-c3ccc(Br)cc3)c1-2	1.1	14	-3	3	1	5	-12	0.97	12
9	Nc1ncc2c(n1)-c1ccoc1CC2	0.59	7	-4	10	-7	-2	41*	0.9	13
10	Cc1cc(C(=O)NNc2ccc(F)cc2)no1	0.96	-2	0	0	0	-1	4	1	28
11	Cc1ccc([N+](=O)[O-])cc1NC(=S)NC(=O)c1ccco1	0.93	-10	-1	4	1	-5	7	0.96	-1
12	CCOC(=O)CNS(=O)(=O)c1cc(-c2nnc(Nc3ccc4c(c3)OCO4)c3ccccc23)ccc1C	0.91	-10	0	7	-1	-2	9	0.93	9
13	CCC(=O)Nc1ccc2c(c1)OCCO2	0.99	-1	0	7	2	-2	1	0.93	5
14	O=[N+]([O-])c1ccc(S(=O)(=O)NCCN2CCOCC2)cc1	1.1	-5	-3	-23	3	-2	-12	1.2	-6
15	COc1ccc([N+](=O)[O-])cc1NC(=O)c1cccs1	1.1	-2	0	-1	2	2	-6	1	39
16	O=C(O)C(Cc1ccccc1)N1C(=O)c2ccccc2C1=O (configuration not stated)	1	-1	1	0	0	2	-1	1	12
17	O=C(O)C1C2C=CC(C2)C1C(=O)NCCCN1CCOCC1 (configuration not stated)	1	-13	-1	-4	-1	-4	-1	1	-1
18	CCn1cc(CNC(=O)NC2CCCCC2)c(C)n1	1	-10	-1	6	1	-5	-1	0.94	14
19	Cc1noc(C)c1S(=O)(=O)N1CCC(C(=O)N2CCN(Cc3ccc4c(c3)OCO4)CC2)CC1	1	0	2	-6	0	1	-3	1.1	4
20	O=C1CCCC2=C1C(Cc1ccccc1)C1=C(CCCC1=O)O2	1.1	-6	0	-8	2	-3	-7	1.1	-14
21	O=C(CCN1CCc2ccccc2C1)c1ccc2c(c1)OCCO2	1	-3	-6	8	0	-2	-4	0.92	7
22	CC1CC(C)CN(C(=O)c2cccc(N3C(=O)c4ccccc4C3=O)c2)C1 (configuration not stated)	1.1	-5	2	-3	4	-1	-11	1	25
23	CCCNC(=O)Cn1c(=O)oc2ccccc21	0.92	-6	0	-3	2	-4	8	1	15
24	Cc1ccc(-c2ccnc3c(Br)c(C)nn23)cc1	1	-2	-4	9	-15	1	-1	0.91	11
25	COC(=O)[C@H](Cc1ccccc1)NC(=O)NCCc1ccc(S(N)(=O)=O)cc1	0.97	-7	3	-2	-1	-4	3	1	12
26	O=C(O)c1cc(-c2cccs2)[nH]n1	0.92	-6	-1	22	1	1	8	0.79	8
27	CCn1cc(S(=O)(=O)Nc2ncccn2)cn1	0.93	-3	1	-31	0	1	7	1.3	6
28	O=S(=O)(c1cccc2nsnc12)N1CCc2ccccc2C1	0.98	-4	-1	8	1	-2	2	0.92	44
29	CC1CC(C)CN(S(=O)(=O)c2ccc(NC(=O)C3CSC4(C)CCC(=O)N34)cc2)C1 (configuration not stated)	1.2	1	-2	4	0	5	-20	0.96	17
30	Cc1cc(C)cc(NS(=O)(=O)c2ccc(Oc3ncc(C(F)(F)F)cc3Cl)cc2)c1	0.93	2	-6	10	1	4	7	0.9	-6
31	COc1cc2c(cc1OC)C(NC(=O)C(F)(F)F)C/C2=N\O (configuration not stated)	1.1	0	-3	1	1	-2	-8	0.99	-5
32	O=C(c1cc(-c2ccc(O)cc2)on1)N1CCN(c2ccc(F)cc2)CC1	1	-14	-2	-8	3	-7	0	1.1	27
33	C#Cc1ccc([C@@H]2C=C(C(=O)N3CCN(Cc4ccc5c(c4)OCO5)CC3)O[C@H](OCC)[C@H]2CCCO)cc1	0.89	-2	-2	11	3	0	11	0.89	13
34	CCC1CCCCN1CCCNC(=O)c1cn(C)c2ccc(S(=O)(=O)N3CCOCC3)cc2c1=O (configuration not stated)	1	-2	1	-18	0	-1	0	1.2	14
35	O=C(COc1ccccc1)NCC(=O)N/N=C/c1ccc(Br)cc1	1	14	-3	29	2	-4	-5	0.71	19
36	Cc1ccsc1-c1n[nH]c(=S)n1CC(C)C	1	44*	0	-5	0	-3	-1	1	12
37	O=C(CNC(=O)COc1ccccc1)NCCc1ccccn1	0.95	-12	-2	5	2	1	5	0.95	11
38	O=C(O)CCCc1ccccc1	0.96	0	-2	11	2	-2	4	0.89	-14
39	CC(Sc1nnc(-c2cccs2)n1Cc1ccccc1)C(=O)NCc1ccc2c(c1)OCO2 (configuration not stated)	0.96	0	1	-11	2	2	4	1.1	-4
40	CCOC(=O)c1c(OCCO)noc1N	0.92	-2	-1	11	0	3	8	0.89	6
41	Cc1ccnc(NC(=O)c2cc([N+](=O)[O-])cc([N+](=O)[O-])c2)c1	0.96	-8	-2	17	1	-1	4	0.83	14
42	CCCNC(=O)Nc1ccc2c(c1)N(C)C(=O)c1ccccc1S2	1.6	-1	-1	7	0	2	-56	0.93	-3
43	O=C1CCCN1c1ccc(S(=O)(=O)NCCc2ccc(Cl)cc2)cc1	0.92	1	-3	3	1	1	8	0.97	0
44	COC(=O)c1ccc(NCCC(=O)O)cc1	0.99	-7	1	-5	0	1	1	1.1	6
45	CCOc1ccc(C(=O)NCC(=O)NC(C)c2ccc(-n3ccnc3)cc2)cc1OCC (configuration not stated)	0.95	-7	2	-25	-1	-4	5	1.2	0
46	COc1ccc(CC(=O)OCC(=O)Nc2cc(S(=O)(=O)N3CCOCC3)ccc2N2CCCC2)cc1	1	6	1	9	0	6	-4	0.91	15
47	CCN1CCN(Cc2coc3ccc(C)cc3c2=O)CC1	1	0	-3	19	1	6	-2	0.81	6
48	O=Cc1ccc2cccnc2n1	1	-6	-2	4	-35	-4	-2	0.96	-16
49	Cc1ccc(NC(=O)Cn2cnc([N+](=O)[O-])c2)cc1C	1	0	-2	17	-1	-1	0	0.83	9
50	COCC1CCCN(C(=O)c2cc(COc3ccc4ncccc4c3)on2)C1 (configuration not stated)	0.94	-7	-7	-16	0	1	6	1.2	22
51	Cc1ccc(C2=NS(=O)(=O)N(C)C(C(=O)NCc3ccccc3)=C2)cc1	0.92	-3	-3	-3	1	-3	8	1	0
52	COC(=O)c1cccc(NC(=O)/C=C/c2ccc3c(c2)OCO3)c1	0.89	-3	-2	3	2	0	11	0.97	22
53	Cc1ccc(NC(=O)C2C3CCCCC32)cc1[N+](=O)[O-] (configuration not stated)	0.98	23	-4	0	0	-4	2	1	28
54	CCOc1ccccc1NC(=O)NC(=O)N(C)S(=O)(=O)c1ccc(C)cc1	0.9	-10	1	-4	1	-7	10	1	-13
55	C=CCNc1nc2c3ccccc3n(C(C)=O)c2s1	0.97	-2	0	-12	0	-2	3	1.1	16
56	Cc1ccccc1NC(=O)c1sc(Cl)nc1-c1ccccc1	0.95	-1	-1	16	1	2	5	0.84	16

Fetched by compound from the entries so far (two):
entry	compound	mIAP activ	A3G deaminase	beta cell repl	hIAP block	SENP1 inh	APOBEC3A inh	mIAP block	hIAP activ	NALP3 yeast inh
50	COCC1CCCN(C(=O)c2cc(COc3ccc4ncccc4c3)on2)C1 (configuration not stated)	0.94	-7	-7	-16	0	1	6	1.2	22
49	Cc1ccc(NC(=O)Cn2cnc([N+](=O)[O-])c2)cc1C	1	0	-2	17	-1	-1	0	0.83	9

Continuation.
entry	compound	mIAP activ	A3G deaminase	beta cell repl	hIAP block	SENP1 inh	APOBEC3A inh	mIAP block	hIAP activ	NALP3 yeast inh
57	C/C(=N\NC(=O)c1cc2ccccc2cc1O)c1cc2ccccc2o1	0.96	-7	-6	-28	29	-2	4	1.3	5
58	C=C(C)C(=O)Nc1cccc(C2=NOC3(C2)C[C@H](C(N)=O)N(C(=O)c2ccccc2)C3)c1 (some centres not stated)	1	63*	0	-18	2	10	-1	1.2	-9
59	O=C1N(c2ccccc2)C2CS(=O)(=O)CC2N1c1ccc(Br)cc1 (configuration not stated)	0.96	2	-1	-1	0	2	4	1	6
60	CN(CC(=O)NCCCc1ccccc1)S(=O)(=O)c1ccc(Br)cc1	0.99	-8	-1	-24	1	-6	1	1.2	19
61	Cc1nn(CC(=O)NC(=O)c2ccccc2)c(C)c1[N+](=O)[O-]	1.2	-5	-1	-9	-1	-2	-21	1.1	14
62	CCOC(=O)C(NC(=O)c1ccccc1Cl)(Nc1ccc(C(F)(F)F)cc1)C(F)(F)F (configuration not stated)	0.92	-7	-4	5	-1	2	8	0.95	8
63	COC(=O)c1ccc(SCC(=O)NC2CCCCC2)c([N+](=O)[O-])c1	0.98	7	-2	6	0	-4	2	0.94	20
64	CC(=O)c1cc2c(cc1NC(=O)CSc1nc3ccccc3o1)OCO2	1	-5	-3	-6	-1	-16	0	1.1	0
65	Cc1onc(-c2c(F)cccc2Cl)c1C(=O)OCC(=O)NC(c1ccccc1)c1ccccc1	1.2	-3	-5	11	2	-1	-18	0.89	-2
66	CC(C)c1ccc(C2NC(=O)CCC2[N+](=O)[O-])cc1 (configuration not stated)	0.88	-8	1	1	-1	-5	12	0.99	-5
67	Cn1c(NC(=O)COc2ccccc2)cc(=O)n(C)c1=O	1.1	-6	-3	15	0	-2	-6	0.85	-1
68	C=CCN1C(=O)C(O)(CC(=O)c2ccc(OC)cc2OC)c2cc(Br)ccc21 (configuration not stated)	1	-3	-1	5	-1	-1	-2	0.95	17
69	CCCC1(c2ccccc2)NC(=O)N(CC(=O)NCc2ccc(C)cc2)C1=O (configuration not stated)	1.1	-3	-4	-9	0	1	-8	1.1	8

Bioassay records from PubChem.

This is a subset; the hit share may differ from the screen's.
